GPR55 antagonists – GPR55 antagonists blocking LPI-driven arrestin recruitment, primary screen, imaging, U2OS, beta-arrestin-GFP, LPI agonist (AID 2013); U2OS GPR55 beta-arrestin-GFP translocation imaging, LPI antagonism; higher % means a stronger effect; 290,000 tested, 0.13% active; inhibition, % at 10 µM, or IC50 in µM where a hit was titrated;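 active = spots per cell inhibited over 60%, with over 100 cells counted and total cytoplasm intensity under 500,000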;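 also: U2OS cells stably carrying GPR55 and arrestin-GFP stimulated by 5 µM LPI near EC80; imaged beta-arrestin-GFP aggregate spots per cell after agonist stimulation; plate controls were LPI-stimulated DMSO wells for no effect and DMSO wells without LPI for full effect; some results filed as inactive read as strong as hits; confirmed hits need IC50 under 10 µM and bright autofluorescent wells are also inconclusive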
NS5 inhibitors – Dengue-2 NS5 methyltransferase inhibitors, primary screen, biochemical, confirmation dose response (AID 588689) | Genome polyprotein (Dengue virus type 2 (strain 16681-PDK53)) | Dengue-2 NS5 methyltransferase capping enzyme assay, biochemical; higher % means a stronger effect | inhibition, % at 25 µM; hits with a dose series show IC50 in µM | 340,000 tested, 0.3% active; in the data active = a potency from the dose series
SV40 large T antigen – SV40 large T antigen inhibitors, biochemical (AID 1903); inhibition, % at 20 µM; hits with a dose series show IC50 in µM; SV40 large T antigen ATPase/helicase inhibition assay; higher % means a stronger effect; 310,000 tested, 0.39% active; in the data active = a potency from the dose series; also: strong numbers were not always called active
AID2073 – inhibitors of Mint1-CaV2.2 protein interaction, biochemical, HTRF (AID 2073); 290,000 tested, 0.19% active; inhibition, % at 20 µM; hits with a dose series show IC50 in µM; HTRF protein-protein interaction, Mint1-CaV2.2; higher % means a stronger effect; in the data active = inhibition mostly above about 51%, no sharp cut-off; also: some results filed as inactive read as strong as hits
GPR35 antagonists – GPR35 antagonists blocking zaprinast-driven arrestin recruitment, primary screen, imaging, U2OS, beta-arrestin-GFP, zaprinast agonist (AID 2058) | G-protein coupled receptor 35 (Homo sapiens) | U2OS GPR35 beta-arrestin-GFP translocation imaging, zaprinast antagonism; higher % means a stronger effect | inhibition, % at 10 µM, or IC50 in µM where a hit was titrated | 290,000 tested, 0.052% active;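 active = inhibition of at least 50% with at least 30 cells and total cytoplasm GFP at most 10,000,000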
GPR55 beta-arrestin – GPR55 agonists via beta-arrestin recruitment, primary screen, imaging, U2OS cells, beta-arrestin-GFP redistribution (AID 1961) | U2OS GPR55 beta-arrestin-GFP redistribution imaging; higher % means a stronger effect | one-dose activation, % at 10 µM; EC50 in µM for titrated hits | 290,000 tested, 0.048% active;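 active = activation above 40% with more than 50 cells counted in the well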;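 also: U2OS osteosarcoma cells stably expressing GPR55 and beta-arrestin-GFP; plate controls were DMSO negative control for no effect and LPI positive control for full effect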
NTR1 agonist – agonists of NTR1, primary screen, imaging, U2OS cells, beta-arrestin-GFP, high content (AID 493036); Neurotensin receptor type 1 (Homo sapiens), P30989; NTR1-U2OS beta-arrestin-GFP spot imaging, agonist mode; activation, % at 20 µM; 330,000 tested, 0.17% active;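 active = activation at or above 40% of the spot to cytoplasm intensity ratio, with at least 20 cells analyzed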;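 also: 0% = DMSO without peptide and 100% = 100 nM NTR1 peptide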
Target sequence (P30989 whole entry, looked up): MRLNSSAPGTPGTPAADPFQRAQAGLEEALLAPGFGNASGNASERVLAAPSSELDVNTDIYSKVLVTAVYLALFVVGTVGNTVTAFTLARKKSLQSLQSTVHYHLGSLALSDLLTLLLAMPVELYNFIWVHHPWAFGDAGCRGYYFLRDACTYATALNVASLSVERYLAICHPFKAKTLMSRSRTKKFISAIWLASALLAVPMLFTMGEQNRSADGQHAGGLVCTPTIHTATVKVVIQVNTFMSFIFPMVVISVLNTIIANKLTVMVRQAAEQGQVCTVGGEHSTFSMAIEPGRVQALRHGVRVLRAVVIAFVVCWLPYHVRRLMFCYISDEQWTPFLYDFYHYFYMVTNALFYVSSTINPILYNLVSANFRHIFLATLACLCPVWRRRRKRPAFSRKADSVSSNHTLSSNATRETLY
Yfh1-depleted yeast – enhancers of respiration in Yfh1-depleted yeast, dose response, Friedreich's ataxia, plus single-dose screen (AID 1465). S. cerevisiae Yfh1-off respiration, WST-1 reduction, 72 h; higher fold induction means a stronger effect. fold induction at 50 µM; hits with a dose series show EC50 in µM. 220,000 tested, 0.074% active;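 active = fold induction of absorbance versus untreated yeast above a set limit, then at least 30% activation at any dose in follow-up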;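 also: activators that raise dye reduction in frataxin-depleted yeast; strong numbers were not always called active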
MgcRacGAP inhibition – MgcRacGAP GTPase-activating activity inhibitors, confirmation, biochemical, ADP Hunter fluorescence; Rac GTPase-activating protein 1 (Homo sapiens); MgcRacGAP-stimulated Rac1 GTP hydrolysis, ADP Hunter fluorescence; higher % means a stronger effect; GST-tagged Rac1 F28L mutant substrate; inhibition, % at 30 µM; hits with a dose series show IC50 in µM; 340,000 tested, 0.6% active;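 active = first-screen hits whose inhibition reached a set limit at any dose in the follow-up dose series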;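 also: fluorescence reports GDP produced by GAP-driven GTP hydrolysis; strong numbers were not always called active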
NTR1 agonist cell count 20 µM – second read-out of NTR1 agonist, no call of its own (marks repeat the call); cell count; measured here: cell count, cytotoxicity flag
* hit, by the source's call; i = inactive; nt = no result given.

SMILES	GPR55 antagonists	NS5 inhibitors	SV40 large T antigen	AID2073	GPR35 antagonists	GPR55 beta-arrestin	NTR1 agonist	NTR1 agonist cell count 20 µM	Yfh1-depleted yeast	MgcRacGAP inhibition
COc1cc(S(=O)(=O)N(C)C)ccc1Br	-5%	2%	5%	-2%	-9%	-0.2%	0.2	83	i	-4%
COc1ccc(CNC(=S)N/N=C(\C)c2ccc(OC)cc2)cc1	-15%	-6%	8%	16%	2%	-0.3%	5.8	55	i	-5%
CCOC(=O)N1CCN(C(=O)c2nn(-c3ccc(C)cc3)c(=O)c3c2c2ccccc2n3C)CC1	11%	-2%	6%	2%	6%	-0.1%	3.8	70	nt	7%
CCOc1ccccc1C1NC(=O)NC(C)=C1C(=O)OCc1ccccc1 (stereo not drawn)	-5%	-7%	10%	9%	4%	-0.1%	3.1	69	nt	-1%
Cc1cc(Cl)cc(Cl)c1OCCOCCN(C)C	2%	5%	7%	-8%	21%	0.1%	0.1	41	i	11%
CCN(CC)Cc1c(C(=O)OC(C)C)nnn1-c1nonc1N	14%	-1%	10%	4%	4%	-0.1%	-0.6	49	i	8%
COCCNC(=O)C(=O)N/N=C/c1ccc(C(=O)OC)cc1	0%	-5%	4%	-9%	0%	0.2%	1.2	85	i	11%
Cc1nc(C)c(C(=O)N(c2ccccc2F)C(C(=O)NCC2CCCO2)c2ccccc2)s1 (stereo not drawn)	-7%	-4%	4%	8%	2%	-0.1%	-0.1	51	nt	-2%
O=C(Nc1ccc(S(=O)(=O)Nc2ncccn2)cc1)C12CC3CC(CC(C3)C1)C2	-15%	3%	9%	13%	1%	0.0%	0.0	56	nt	9%
Cc1ccc(C(=O)NCC(=O)NCc2cc(=O)n(C)c(=O)n2C)cc1C	8%	1%	10%	12%	13%	0.0%	-0.3	53	nt	12%
COc1cc(NC(=S)N2CCN(S(=O)(=O)c3ccc(F)cc3)CC2)cc(OC)c1	2%	1%	10%	-4%	0%	-0.1%	1.3	50	nt	4%
COc1ccc(N(C)C(=O)Cc2c(C(=O)O)n(C)c3ccccc23)c(OC)c1	14%	-5%	3%	-1%	-9%	0.0%	0.2	92	nt	9%
O=C1CCCC(O)=C1C1NCCc2ccccc21 (stereo not drawn)	14%	1%	0%	-1%	7%	0.5%	-1.8	42	i	12%
NC(=O)c1ccccc1NC(=O)CS(=O)(=O)Cc1ccccc1	-14%	-1%	1%	-9%	8%	-0.2%	-1.9	60	i	-8%
COc1cc(NS(=O)(=O)c2c(C)[nH]c(C)c2C(=O)N2CCCCC2)cc(OC)c1OC	2%	1%	9%	-8%	-8%	0.5%	0.1	56	nt	-20%
O=C(NCCO)c1ccc2[nH]c3ccccc3c2c1	6%	-2%	1%	10%	10%	-0.4%	-0.6	58	i	12%
CC1CN(Cc2csc(-c3ccc(Cl)cc3)n2)CC(C)O1 (stereo not drawn)	2%	-7%	11%	2%	14%	0.0%	-0.8	39	i	15%
CCOc1ccc(-c2csc(Cn3c(CN4CCN(C)CC4)nc4ccccc4c3=O)n2)cc1	-1%	0%	8%	-20%	-17%	0.7%	1.9	53	i	23%
c1ccc(NCn2cncn2)nc1	18%	3%	0%	-8%	2%	-0.1%	-0.5	57	i	12%
O=C1C(=O)N(CCN2CCOCC2)C(c2cccc(Cl)c2)/C1=C(/O)c1ccc2c(c1)OCO2 (stereo not drawn)	14%	5%	5%	32%	3%	0.0%	0.8	64	nt	12%
CN(C)S(=O)(=O)c1cccc(C(=O)Nc2ccc(Cl)cn2)c1	-2%	-3%	5%	-4%	-3%	-0.2%	0.1	51	i	6%
O=[N+]([O-])c1ccc(C=Nc2ccc(Cl)cc2Cl)s1	2%	-2%	9%	-2%	6%	-0.1%	0.5	88	i	12%
Cc1cc(Nc2ccccc2)nc(N)n1	4%	2%	12%	-4%	2%	0.0%	1.5	47	i	10%
O=C(NNC(=O)c1ccccc1O)c1ccc(NS(=O)(=O)c2ccc(F)c(F)c2)cc1	nt	0%	22%	nt	nt	nt	1.7	43	nt	1%
CC(C)[C@H](NC(=O)c1ccccc1)C(=O)N1CCc2ccccc21	3%	-1%	-1%	4%	-11%	-0.1%	-0.3	72	i	1%
CC(C)(C)C(=O)NC1(C(F)(F)F)NC(=O)N(CCc2ccccc2)C1=O (stereo not drawn)	0%	-9%	3%	-3%	-13%	-0.1%	0.0	58	nt	11%
NC(=O)NC(=O)COC(=O)c1cccc(NS(=O)(=O)/C=C/c2ccccc2)c1	1%	-4%	-11%	0%	-14%	-0.1%	0.2	83	i	2%
O=C(c1cccc([N+](=O)[O-])c1)N1CCN(S(=O)(=O)N2CCCCC2)CC1	2%	-9%	11%	2%	-3%	-0.2%	-0.1	59	nt	1%
CNC(=O)COC(=O)c1cc(-c2ccco2)nc2ccccc12	-5%	16%	22%	66%*	11%	0.6%	0.7	53	i	15%
CC(NC(=O)Nc1cccc([N+](=O)[O-])c1)c1ccc2c(c1)OCO2 (stereo not drawn)	3%	-10%	7%	9%	-4%	-0.1%	-1.1	51	nt	2%
O=C(N/N=C/c1ccc(N2CCOCC2)o1)c1cccc(F)c1	3%	-19%	12%	39%	5%	1.1%	-1.0	69	i	5%
O=C(CSc1ccc(Cl)cc1)NC1=NN(c2ccccc2)C(=O)C1	-2%	1%	19%	9%	3%	0.3%	0.4	57	nt	17%
O=C(CCNS(=O)(=O)c1cccc2nsnc12)NCc1ccco1	2%	nt	20%	-1%	-4%	0.1%	0.8	53	i	5%
Nc1nc(SCC(=O)N2N=C(c3ccc(Cl)cc3)CC2c2ccco2)n[nH]1 (stereo not drawn)	0%	-5%	4%	-15%	-7%	-0.2%	5.3	51	i	10%
CC(C)(C)c1ccc(C(=O)NCC(=O)N/N=C/c2cccs2)cc1	14%	-2%	16%	5%	-19%	0.1%	0.3	62	nt	14%
COc1cc(OC)nc(/N=C/NO)n1	7%	nt	5%	-6%	14%	-0.1%	-1.0	44	i	nt
COc1ccc(OC)c(NC(=O)CC2SC(=N)N(c3ccccc3)C2=O)c1 (stereo not drawn)	-2%	-4%	1%	7%	-9%	0.1%	-0.7	57	i	9%
CCCn1nc2cc(C(=O)NC3CCc4ccccc43)ccc2c1OCC (stereo not drawn)	4%	-3%	6%	35%	14%	-0.3%	0.2	56	i	3%
CCOc1ccc(/C(O)=C2/C(=O)C(=O)N(CCN(C)C)C2c2ccccc2)cc1Cl (stereo not drawn)	-5%	1%	7%	5%	-19%	-0.5%	2.0	37	i	4%
CN(C)/C=C(\C#N)C(=O)Nc1ccc(F)c(Cl)c1	15%	5%	15%	6%	16%	-0.1%	0.2	62	i	0%

Shown as a hit in AID2073, among the entries above:
structure,GPR55 antagonists,NS5 inhibitors,SV40 large T antigen,AID2073,GPR35 antagonists,GPR55 beta-arrestin,MgcRacGAP inhibition
CNC(=O)COC(=O)c1cc(-c2ccco2)nc2ccccc12,-5%,16%,22%,66%*,11%,0.6%,15%

New compounds follow.
SMILES	GPR55 antagonists	NS5 inhibitors	SV40 large T antigen	AID2073	GPR35 antagonists	GPR55 beta-arrestin	NTR1 agonist	NTR1 agonist cell count 20 µM	Yfh1-depleted yeast	MgcRacGAP inhibition
CCOC(=O)C1CCN(C(=O)Nc2ccc(OC(F)(F)F)cc2)CC1	8%	1%	5%	7%	-7%	-0.2%	0.4	47	i	12%
CC(=O)NC(CCS(C)(=O)=O)C(=O)Nc1ccccc1Cl (stereo not drawn)	5%	10%	1%	2%	4%	-0.1%	0.0	48	i	3%
Cc1occc1-c1nnc(SCC(=O)NCc2ccc3c(c2)OCO3)n1CC(C)C	-2%	0%	9%	-6%	14%	0.8%	0.7	70	i	3%
O=C(c1ccc(NS(=O)(=O)c2ccccc2)cc1)N1CCCCCC1	3%	-7%	6%	8%	2%	-0.1%	0.0	49	nt	3%
CC(C)NC(=O)COc1coc(CN2CCN(c3cccc(Cl)c3)CC2)cc1=O	8%	-3%	8%	2%	11%	-0.1%	0.8	62	nt	6%
COc1ccc(N2CCC(N3CCN(C)C(CCO)C3)CC2)cc1 (stereo not drawn)	-3%	-9%	15%	-7%	-8%	-0.4%	0.4	41	nt	16%
CCOc1ccc(NC(=O)NNC(=O)c2cc3ccccc3cc2O)cc1	4%	1%	9%	16%	-7%	-0.1%	-0.5	57	nt	6%

Sorted by SMILES length (high to low): part of the list above
SMILES	GPR55 antagonists	NS5 inhibitors	SV40 large T antigen	AID2073	GPR35 antagonists	GPR55 beta-arrestin	NTR1 agonist	NTR1 agonist cell count 20 µM	Yfh1-depleted yeast	MgcRacGAP inhibition
CCOc1ccc(/C(O)=C2/C(=O)C(=O)N(CCN(C)C)C2c2ccccc2)cc1Cl (stereo not drawn)	-5%	1%	7%	5%	-19%	-0.5%	2.0	37	i	4%
Nc1nc(SCC(=O)N2N=C(c3ccc(Cl)cc3)CC2c2ccco2)n[nH]1 (stereo not drawn)	0%	-5%	4%	-15%	-7%	-0.2%	5.3	51	i	10%
CC(C)NC(=O)COc1coc(CN2CCN(c3cccc(Cl)c3)CC2)cc1=O	8%	-3%	8%	2%	11%	-0.1%	0.8	62	nt	6%
COc1ccc(OC)c(NC(=O)CC2SC(=N)N(c3ccccc3)C2=O)c1 (stereo not drawn)	-2%	-4%	1%	7%	-9%	0.1%	-0.7	57	i	9%
CCOC(=O)C1CCN(C(=O)Nc2ccc(OC(F)(F)F)cc2)CC1	8%	1%	5%	7%	-7%	-0.2%	0.4	47	i	12%
O=C(c1ccc(NS(=O)(=O)c2ccccc2)cc1)N1CCCCCC1	3%	-7%	6%	8%	2%	-0.1%	0.0	49	nt	3%
CCOc1ccc(NC(=O)NNC(=O)c2cc3ccccc3cc2O)cc1	4%	1%	9%	16%	-7%	-0.1%	-0.5	57	nt	6%
CCCn1nc2cc(C(=O)NC3CCc4ccccc43)ccc2c1OCC (stereo not drawn)	4%	-3%	6%	35%	14%	-0.3%	0.2	56	i	3%
O=C(CCNS(=O)(=O)c1cccc2nsnc12)NCc1ccco1	2%	nt	20%	-1%	-4%	0.1%	0.8	53	i	5%
CC(=O)NC(CCS(C)(=O)=O)C(=O)Nc1ccccc1Cl (stereo not drawn)	5%	10%	1%	2%	4%	-0.1%	0.0	48	i	3%
CN(C)/C=C(\C#N)C(=O)Nc1ccc(F)c(Cl)c1	15%	5%	15%	6%	16%	-0.1%	0.2	62	i	0%
COc1cc(OC)nc(/N=C/NO)n1	7%	nt	5%	-6%	14%	-0.1%	-1.0	44	i	nt
